# MMP13 inhibition – MMP13 inhibitors among fluorescent compounds, confirmation, biochemical, possible fluorescent artifacts, delta fluorescence (AID 734); MMP13 fTHP FRET cleavage, delta fluorescence 4 h; active compounds read high; 5,100 tested, under 10 active; inhibition, %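 (each compound tested at 4 µM nominal in triplicate)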;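 active = inhibition above the mean inhibition over all tested compounds plus 3 SD, cut at about 75% in these data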;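 also: 0% = DMSO only wells and 100% = 8 µM reference MMP13 inhibitor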
# Active calls of the source: *. A portion of the library; count on the stated rates, not on these rows.
SMILES,MMP13 inhibition
CC1CCN(c2oc(-c3ccccc3Cl)nc2C#N)CC1,2
CCCCNC(=O)CCCCCn1c(=O)[nH]c2cc(OC)c(OC)cc2c1=O,5
NCC12CC3CC(C1)CC(CN)(C3)C2,2
c1csc(-c2nc3nc4ccccc4nc3n2Cc2ccc3c(c2)OCO3)c1,2
Oc1ccc(-c2nc3ccccn3c2NCc2ccc3c(c2)OCO3)cc1,1
COc1cc2cc(CN(CCO)S(=O)(=O)c3ccccc3Cl)c(=O)[nH]c2cc1OC,5
CCCCNC(=O)c1cc2c(-c3ccc(Cl)cc3)nn(C)c2s1,1
Cc1cc(=O)oc2cc(OCC(=O)NCc3cccnc3)ccc12,2
CCc1nnc(NC(=O)c2c(O)c3c([nH]c2=O)CCCC3)s1,3
CCOC(=O)c1oc2nc(C(C)C)c3c(c2c1N)CCC3,-49
O=C(NCC1CCCO1)c1coc2nc3ccccc3nc12 (stereo unspecified),-9
CC1c2[nH]c3ccccc3c2CCN1S(C)(=O)=O (stereo unspecified),4
CCN(CC)CCN1C(=O)c2ccccc2NC1c1cc(OC)c(OC)c(OC)c1 (stereo unspecified),-3
CCOC(=O)c1cc2c(n(-c3ccccc3)c1=O)CC(C)(C)CC2=O,-2
CC(=O)Nc1cccc2c1C(=O)NC2=O,13
O=C(Cc1ccccc1)Nc1cccc(-c2nc3ncccc3o2)c1,5
CC(C)(/C=N/O)/[N+]([O-])=C/c1ccccc1C(F)(F)F,9
CCOC(=O)c1cc2c(=O)n3ccccc3nc2n(CCCOC)c1=NC(=O)C(C)(C)C,-47
O=C(Nc1ccc2oc(-c3ccccc3Cl)nc2c1)c1ncn[nH]1,9
COC(=O)c1[nH]c2ccc(C)cc2c1NC(=O)CN1CCC(C)CC1,10
CCOC(=O)CCc1c(C)c2ccc(OCC(=O)OC(C)C)cc2oc1=O,8
COc1ccc(-c2cc(NCc3ccccn3)n3ncnc3n2)cc1,4
Cc1c(OCc2nn[nH]n2)ccc2c3c(c(=O)oc12)CCCC3,6
CCc1nnc(NC(=O)C2CCN(c3nc(C)cc(C)n3)CC2)s1,2
O=C(NCc1ccccn1)c1cnc2sccn2c1=O,5
Cc1cccc(N2C(N)=C(C#N)C(C#N)(C#N)C2c2ccccc2)c1 (stereo unspecified),2
CC(C)(C)N1C(=O)Cc2c1nc(N)c1c(N)nc(N3CCCCC3CO)c(C#N)c21 (stereo unspecified),-3
O=C(c1cc2c(s1)-c1ccccc1OC2)N1CCCC1,-3
CCCOc1ccc(C2C(C(=O)OC)=CN(CCOC)C=C2C(=O)OC)cc1,-28
Cn1c2ccccc2c2ncn(CCC3=CCCCC3)c(=O)c21,4
Cc1ccc([C@@H]2C3COCC=C3C(C#N)=C(N)C2(C#N)C#N)o1 (stereo partly specified),3
O=c1oc2c(CN3CCOCC3)c(O)ccc2c2c1CCC2,-72
Cn1c(C(=O)NC2CCCC2)cc2c(=O)n(C)c3ccccc3c21,3
CCCC(=O)Nc1c(C)nn(C(=O)CCC)c1C,5
COc1ccc(OC)c(-c2nnc(-c3ccc(C)o3)o2)c1,0
O=C(Nc1ccc2nn(-c3ccccc3)nc2c1)c1ccc(Br)o1,-1
O=C1CSC(c2nn(-c3ccccc3)cc2-c2cc3ccccc3oc2=O)N1Cc1ccco1 (stereo unspecified),-2
CCN(CC)Cc1c(O)ccc2c(C)c(CC(=O)OC)c(=O)oc12,11
COCCCn1c(CCC(=O)O)ccc1-c1ccc(F)cc1,4
COc1ccc(CCNC(=O)c2cnn3ccccc23)c(OC)c1OC,2
COc1ccc(-c2cc(C(F)(F)F)nc(SCCC(=O)N3CCN4CCCC4C3)n2)cc1 (stereo unspecified),1
O=C(Nc1nncs1)c1ccccc1NS(=O)(=O)c1cccs1,4
Cc1ccccc1-c1c(C)oc2cc(O)ccc2c1=O,44
Cc1ccc(-c2nc3cc(NC(=O)C(C)C)ccc3o2)cc1C,-6
Cc1cc(C)c(C(N)=O)c(NCCc2ccccc2)n1,3
CCOC(=O)c1[nH]c2ccccc2c1NC(=O)CCN1CCN(C(=O)OCC)CC1,8
COc1ccc(-c2nc(C#N)c(NCCCN3CCOCC3)o2)cc1,23
COc1cccc2sc(Nc3nc(C)c(C(C)=O)s3)nc12,2
CN(C(=O)NC(=O)C1=C(N2CCOCC2)/C(=C/c2ccccc2)CC1)S(C)(=O)=O,-64
CCn1cc(C(=O)NCc2ccccn2)c(=O)c2cc(F)c(N3CCN(C)CC3)cc21,-12
COc1ccc(C)cc1S(=O)(=O)N(CC(=O)O)c1ccc(C)cc1,5
CN(C)C(=O)COc1ccc2ccc(=O)oc2c1,9
COc1cccc(C2=CC(c3ccc(N(C)C)cc3)n3nnnc3N2)c1 (stereo unspecified),5
Nc1cc(-c2ccccc2)ccc1O,14
CC(=O)Nn1c(-c2ccccc2)cc2ccccc21,-1
CC1CN(C(=O)COC(=O)c2cccs2)CC(C)O1 (stereo unspecified),2
COc1ccc(CC(=O)Nc2ccc(-c3nnc(-c4ccccc4)o3)cc2)cc1,-14
Oc1ccc(N=Cc2ccc(-c3cccs3)s2)cc1,91*
CC1(C)Cc2nc3oc4c(N(CCO)Cc5ccccc5)ncnc4c3cc2CO1,11
COc1ccc(C2CC(=O)C3=C(C2)NC(C)=C(C#N)C3c2ccc(N(C)C)cc2)cc1 (stereo unspecified),5

# Remaining list, next part:
SMILES,MMP13 inhibition
CC1CCN(C(=O)COC(=O)c2n[nH]c3ccccc23)CC1,3
O=C(O)c1cc2c(ccc3ccccc32)o1,6
Cc1cc(=O)oc2n[nH]c(-c3ccccc3)c12,-3
COC(=O)c1ccc2c(=O)n(CCCCCC(=O)NCc3ccccn3)c(=O)[nH]c2c1,6
Cc1ccc(CS(=O)(=O)CCC(=O)N2CCOCC2)cc1,3
COC(=O)c1[nH]c2ccc(C)cc2c1NC(=O)CN1CCN(c2ccc(F)cc2)CC1,5
COc1ccc(-c2noc(CCC(=O)NCc3cccnc3)n2)cc1,-1
c1cc2cn[nH]c2cc1NC1CCCCCC1,4
Cn1c(=O)[nH]c(=O)c2c1ncn2CCCc1ccccc1,7
OC(CNCCc1ccc(Cl)cc1)COCc1ccco1 (stereo unspecified),4
O=C(Cc1cccs1)N1CCN(c2ccccn2)CC1,1
C=CCOc1nc(-c2ccncc2)nc2ccccc12,5
COC(=O)C1=C(CN2CCSCC2)NC(=O)NC1c1cc(C)ccc1C (stereo unspecified),6
CCOC(=O)Nc1nnc(-c2ccc(OC)c(OC)c2)s1,5
COc1ccc2[nH]c(=O)c(CN(Cc3ccco3)C(=O)c3ccccc3)cc2c1,2
N=c1c(S(=O)(=O)c2ccccc2)cc2c(=O)n3ccccc3nc2n1Cc1ccco1,3
COc1cc2[nH]c(=O)n3nc(-c4ccccc4)nc3c2cc1OC,-2
O=C(COc1ncnc2ccccc12)NCCCN1CCCC1=O,1
COc1ccc2[nH]c(=O)c(CN(CC3CCCO3)C(=O)Nc3ccccc3)cc2c1 (stereo unspecified),4
CCN(CC)S(=O)(=O)c1ccc2[nH]cc(C(=O)NCCN3CCCCC3C)c(=O)c2c1 (stereo unspecified),3
COc1ccccc1-c1c(C)nn2c(N3CCCCCC3)cc(C)nc12,2
Cc1ccc2cc(C#N)c(NCCNC(=O)C3CCC3)nc2c1C,-3
CCCCc1cc(=O)oc2cc(OCC(=O)N(CC)CC)c(Cl)cc12,4
CCCCN(CC)CCCNC(=O)Cn1nc(Cc2ccncc2)c2ccccc2c1=O,2
Cc1ccc2nc(NCCCNC(=O)c3cnccn3)c(C#N)cc2c1,5
CC(=O)Nc1nc2c(c3c1c(=O)oc1ccccc13)CC(C)CC2 (stereo unspecified),2
Cc1cccc2cc(C(c3nnnn3CC3CCCO3)N3CCc4ccccc4C3)c(=O)[nH]c12 (stereo unspecified),1
N#CC1=C(N)C(C#N)(C#N)C(c2cccnc2)C2CCCC=C12 (stereo unspecified),0
CCOc1ccc2[nH]c(=O)c(CN(CCO)C(=O)c3ccc(F)cc3)cc2c1,1
COc1ccc(-c2cc(C(F)(F)F)nc(NC3CCCC3)n2)cc1OC,2
O=C1CCCc2c1cc(C(=O)NC1CCSC1=O)c(=O)n2-c1ccccc1 (stereo unspecified),4
O=C(CN1CCCC1)Nc1ccc(-c2nc3cc(NC(=O)CN4CCCC4)ccc3o2)cc1,-47
Cc1cc(C)c2cc(C#N)c(N3CCCC3)nc2c1,3
O=C(Cc1ccccc1)Nc1nnc(-c2cccs2)s1,4
COCc1cc(=O)n2[nH]c(-c3ccccc3)cc2n1,7
O=C(Nc1cccc(-c2cn3cccnc3n2)c1)c1ccco1,-16
Cc1ccc(Nc2nc(C(=O)NCCCN3CCOCC3)cs2)cc1,8
CCC(C)(C)n1nnnc1CN(Cc1ccc(Cl)cc1)Cc1ccco1,4
COC(=O)C1=CN(C(C)C)C=C(C(=O)OC)C1c1cccc(OC)c1,11
CCCCOc1ncnc2c1[nH]c1ccc(F)cc12,2

# Sorted by value in MMP13 inhibition (largest number first): four from the list above
SMILES,MMP13 inhibition
Cc1ccc(Nc2nc(C(=O)NCCCN3CCOCC3)cs2)cc1,8
COCc1cc(=O)n2[nH]c(-c3ccccc3)cc2n1,7
Cc1cc(C)c2cc(C#N)c(N3CCCC3)nc2c1,3
COc1ccccc1-c1c(C)nn2c(N3CCCCCC3)cc(C)nc12,2

# (list continues)
SMILES,MMP13 inhibition
O=c1[nH][nH]c(=O)c2cc(N3CCCC3)ccc12,1
O=C(COC(=O)C1(c2ccc(F)cc2)CCCC1)N1CCN(C(=O)c2ccco2)CC1,4
CCCCN(CC)CCCNC(=O)c1cc2c(=O)n(C)c3ccccc3c2n1C,1
CCOC(=O)C(C(=O)OCC)C1N=C(N)N=C2Oc3ccccc3N21 (stereo unspecified),8
O=C(NCc1ccc(F)cc1)c1cc(-c2ccco2)on1,5
Cc1cc2oc(C(=O)NC3CCS(=O)(=O)C3)c(C)c2cc1C (stereo unspecified),3
O=C(O)c1cc(S(=O)(=O)O)ccc1O,2
N=c1c(C(=O)NCc2ccco2)cc2c(=O)n3ccccc3nc2n1Cc1ccccc1,2
Cc1cccn2c(=O)c3cc(C(=O)N(C)C)n(C)c3nc12,-10
O=C(Nc1ccc(S(=O)(=O)Nc2cnc3ccccc3n2)cc1)c1ccc(Br)o1,2
CCOCC(=O)Nc1cc(C(=O)OC)ccc1C(=O)OC,4
CCNC(=O)N1c2ccc(OCC)cc2C(C)=CC1(C)C,3
COc1ccc2c(c1)CCc1cc(C(=O)N3CCN(c4ccc(N5CCOCC5)nn4)CC3)sc1-2,4
CC(=O)c1sc2nc(-c3cccs3)cc(C(F)(F)F)c2c1N,1
O=C(c1cc2c(ccc3ccccc32)oc1=O)N1CCN(CCO)CC1,-59
CCSc1cnc(-c2ccccc2)n1CC,6
COc1cc2[nH]c(=O)n(CCCCCC(=O)NCCCN3CCCC3=O)c(=O)c2cc1OC,1
Cc1ccc(N2C(=O)CSC2c2cccnc2)cc1F (stereo unspecified),4
CCOc1ccc(Nc2nc(NCCN3CCOCC3)nc(OC)n2)cc1,3
CCN(CC)c1nc2cc(OC)ccc2cc1C#N,-4
COc1ccc2cc(C#N)c(NC(C)C)nc2c1,-8
COc1ccc(/C=N/n2c(=O)[nH]c3c([nH]c4ccc(C)cc43)c2=O)cc1CN1CCOCC1,0
CCCCCCc1cc2cc(-c3nnc(-c4ccccc4O)o3)c(=O)oc2cc1O,-6
CCOc1ccc2nc(NC(=O)C3CCN(c4cnccn4)CC3)sc2c1,2
Cn1nc(-c2ccc(Cl)cc2)c2cc(C(=O)NCC3CCCO3)sc21 (stereo unspecified),-2
FC(F)(F)c1nnc2sc(-c3cccs3)nn12,2
O=C(NCCc1c[nH]c2ccccc12)C1Cc2ccccc2CN1C(=O)c1ccco1 (stereo unspecified),7
O=C(NCc1ccco1)c1nc2nc(-c3cccs3)cc(C(F)(F)F)n2n1,13
CCN1CCCC1Cn1cnc2c([nH]c3ccc(C)cc32)c1=O (stereo unspecified),-8
Cc1cc(NC(=O)CSc2nc(-c3cccnc3)ccc2C#N)no1,3
COc1ccc2c(c1)c(=O)oc1cc(OCC(=O)NC3CC3)ccc12,-15
O=C(c1cccn2c(=O)c3ccccc3nc12)N1CCN(Cc2ccc3c(c2)OCO3)CC1,1
CN1C(=O)C2(N=c3ccccc3=N2)c2ccccc21,-1
CCOC(=O)c1c(C)nc2ncccn12,-3
Nc1c(S(=O)(=O)c2cccs2)c2nc3ccccc3nc2n1/N=C/c1cccc(O)c1,-6
O=C(CN1CCN(S(=O)(=O)c2ccc(F)cc2)CC1)Nc1cccc(C(F)(F)F)c1,-2
Cc1[nH]nc2c1C(c1ccccc1)C1=C(CC(C)(C)CC1=O)N2 (stereo unspecified),-2
CNc1oc(-c2cccc3ccccc23)nc1C#N,-28
O=C(Oc1ccc(Cl)c2cccnc12)N1CCOCC1,0
CCOC(=O)CCc1nc2ccccc2[nH]c1=O,-1
O=C(O)c1ccc(CN(c2ccccn2)S(=O)(=O)c2ccccc2)cc1,3

# Reprinted at random: eight records from the list.
SMILES,MMP13 inhibition
COc1cccc2sc(Nc3nc(C)c(C(C)=O)s3)nc12,2
COc1ccc(-c2cc(C(F)(F)F)nc(NC3CCCC3)n2)cc1OC,2
Nc1cc(-c2ccccc2)ccc1O,14
Cc1ccc2nc(NCCCNC(=O)c3cnccn3)c(C#N)cc2c1,5
COc1ccc(OC)c(-c2nnc(-c3ccc(C)o3)o2)c1,0
CCCCN(CC)CCCNC(=O)c1cc2c(=O)n(C)c3ccccc3c2n1C,1
COCc1cc(=O)n2[nH]c(-c3ccccc3)cc2n1,7
O=C(c1cc2c(s1)-c1ccccc1OC2)N1CCCC1,-3
